Screens (PubChem)
MPTP inh = permeability transition pore inhibition; isolated mouse mitochondria, Ca2+ swelling absorbance, 30 min; AID 602449; inhibition, % at 10 µM; 360,000 tested, 1.4% active;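 active = inhibition of 50% or more, scaled per plate between neutral and stimulator controls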;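 also: 0% = DMSO wells given calcium and 100% = 1 mM EGTA wells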
SENP6 block = SENP6 protease inhibition. Q9GZR1. Recombinant SENP6 catalytic domain, aminoluciferin luminescence. inhibition, % at 10 µM. 330,000 tested, 1.8% active. AID 2599;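 active = inhibition above about 50% at the single tested dose, limit read from the data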;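 also: plate controls were DMSO wells with enzyme for no effect and DMSO wells lacking enzyme for full effect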
Target sequence (Q9GZR1 628-1112 limits assumed): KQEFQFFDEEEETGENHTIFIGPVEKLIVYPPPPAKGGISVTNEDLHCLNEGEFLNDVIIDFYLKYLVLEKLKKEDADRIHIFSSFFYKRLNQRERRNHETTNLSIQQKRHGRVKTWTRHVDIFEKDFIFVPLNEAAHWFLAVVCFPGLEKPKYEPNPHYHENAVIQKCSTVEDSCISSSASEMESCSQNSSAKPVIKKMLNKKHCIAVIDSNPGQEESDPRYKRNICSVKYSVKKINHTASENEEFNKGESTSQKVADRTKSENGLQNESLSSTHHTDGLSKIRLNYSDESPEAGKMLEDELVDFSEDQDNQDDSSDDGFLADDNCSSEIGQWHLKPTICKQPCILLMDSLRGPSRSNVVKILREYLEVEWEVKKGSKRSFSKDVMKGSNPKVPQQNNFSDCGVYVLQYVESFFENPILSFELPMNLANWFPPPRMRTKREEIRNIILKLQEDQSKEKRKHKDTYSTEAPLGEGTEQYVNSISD
SENP8 inh = SENP8 (human) protease inhibition; 360,000 tested, 0.64% active; inhibition, % at 20 µM; recombinant SENP8, Nedd8 substrate fluorescence; in the data active = inhibition mostly above about 40%, no sharp cut-off; inactive = mostly below about 27%
Target sequence (Q96LD8 whole entry, looked up): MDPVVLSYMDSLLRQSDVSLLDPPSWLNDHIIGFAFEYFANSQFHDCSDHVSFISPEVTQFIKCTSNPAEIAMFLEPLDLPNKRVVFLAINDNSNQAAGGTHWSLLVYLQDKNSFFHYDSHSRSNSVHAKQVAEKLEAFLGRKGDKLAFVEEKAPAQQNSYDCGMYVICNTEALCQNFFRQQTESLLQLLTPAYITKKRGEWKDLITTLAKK
GRIN3A LBD mod = NR3A (human) ligand-binding domain modulation; NR3A LBD differential scanning fluorimetry, Tm shift; 0% = protein alone, 100% = glycine-bound protein; Tm shift relative to glycine control, % at 25 µM; 340,000 tested, 2.5% active;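 active = melting temperature shift of at least 10% of the positive control shift, at one fixed dose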
ATG4B inh = blocks human ATG4B protease cleavage of LC3 substrate | Q9Y4P1 | ATG4B cleavage of LC3-PLA2, NBD-HPC fluorescence, 1 h | inhibition, % at 8.33 µM | 340,000 tested, 0.51% active; in the data active = inhibition above about 40%
Target sequence (Q9Y4P1 whole entry, looked up): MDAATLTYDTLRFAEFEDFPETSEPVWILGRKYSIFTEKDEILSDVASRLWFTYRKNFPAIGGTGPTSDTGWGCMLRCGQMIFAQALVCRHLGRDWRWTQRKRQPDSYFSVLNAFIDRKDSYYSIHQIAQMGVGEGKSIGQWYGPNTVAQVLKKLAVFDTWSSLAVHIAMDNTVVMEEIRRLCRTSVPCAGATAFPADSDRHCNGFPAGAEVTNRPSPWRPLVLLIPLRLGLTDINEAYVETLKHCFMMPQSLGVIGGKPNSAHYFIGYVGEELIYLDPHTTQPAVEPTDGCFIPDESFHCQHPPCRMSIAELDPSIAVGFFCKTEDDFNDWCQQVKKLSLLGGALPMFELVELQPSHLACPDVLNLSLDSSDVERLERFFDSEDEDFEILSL
PfGluPho inh = PfG6PD (Plasmodium falciparum) enzyme inhibition | PfGluPho enzyme, NADPH resazurin-diaphorase fluorescence | AID 504690 | inhibition, % at 20 µM | 350,000 tested, 0.78% active;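 active = inhibition reaching at least a set limit at 20 µM in the primary screen, cut at about 59% in these data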;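 also: 0% = DMSO wells with substrate and 100% = DMSO wells lacking glucose-6-phosphate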
HKDC1 inh = inhibitors of human hexokinase HKDC1 | 340,000 tested, 0.16% active | Q2TB90 | recombinant HKDC1, G6PDH/diaphorase resazurin coupled fluorescence | AID 493160 | inhibition, % at 20 µM;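 active = inhibition above about 35% when tested at 20 µM, limit read from the data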;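 also: plate controls were DMSO wells with enzyme for no effect and DMSO wells lacking enzyme for full effect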
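Assay system: in-house recombinant HK5 (HKDC1) enzyme. Input: HKDC1 at 5 µg/mL. Medium: Tris pH 8.0 buffer with MgCl2, Tween-20, BSA, BME. Dosing: single 20 µM dose. Schedule: 90 min reaction incubation at room temperature, dark. Signal: resazurin-to-resorufin fluorescence via G6PDH and diaphorase coupling, 525/613 nm. Controls: DMSO-enzyme wells negative, buffer-substituted wells positive.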
SENP7 block = blocks the human protease SENP7; recombinant SENP7, Z-RLRGG-aminoluciferin luminescence, 40 min; Q9BQF6; inhibition, % at 5 µM; 330,000 tested, 1.5% active;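 active = inhibition above about 50% at the single test dose, limit read from the data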;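 also: plate controls were DMSO with enzyme for no effect and no enzyme buffer wells for full effect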
* hit, by the source's call; i = inactive; x = not tested or not shown.

MPTP inh	mol	SENP6 block	SENP8 inh	GRIN3A LBD mod	ATG4B inh	PfGluPho inh	HKDC1 inh	SENP7 block
-0.1	Cn1nc(C(=O)Nc2ccc(Cl)cc2)cc1C(=O)Nc1ccc(Cl)cc1	5	-44	-13	-2	8	-7	0
0.6	CN(C)C(=S)c1ccc2ccccc2n1	3	4	1	5	-6	-4	5
-2.1	CC(C)(C)OC(=O)C[C@H]1C/C=C\C[C@H](CC(=O)NCCO)C(=O)N2CCC[C@@H]2COC1=O	-7	17	1	6	1	-7	4
1.6	CCOCCCNC(=S)NCCNc1nc2c(C)cccc2cc1C#N	-12	-356	-1	-7	8	6	-2
-2.1	CCc1nnc(NC(=O)c2c(OC)cccc2OC)s1	0	0	0	3	-9	-3	-3
-1.5	Cc1ccc(NC(=O)CN2CCC3(O)CCCCC3C2c2ccc3c(c2)OCO3)c(C)c1 (stereo unspecified)	16	11	1	-15	-4	-5	-4
0.5	CCn1nc(C)c(/C=N/NC(=O)c2c[nH]c3ccccc23)c1C	-7	4	-2	1	3	-12	1
-2.7	CCCC(C)n1[nH]c(=O)c2c(C)cc(C)nc21 (stereo unspecified)	7	-193	-3	-4	53	-3	1
-0.1	CCNC(=O)CC1C(=O)N(c2ccc(OC)cc2)C(=O)N1CCOC (stereo unspecified)	-18	19	2	-8	-2	-1	1
-1.8	CC(=O)Nc1ccccc1-c1nc2cc(C#N)c(C#N)cc2[nH]c1=O	12	-125	0	-8	3	1	-5
-0.2	Clc1ccccc1-c1nn2c(-c3ccncc3)nnc2s1	-1	7	5	-9	51	-10	1
3.1	Cc1noc(C)c1S(=O)(=O)Nc1ccccc1Oc1ccccc1	3	24	-1	-5	17	0	-3

Exported with each value named: part of the list above.
> Cc1noc(C)c1S(=O)(=O)Nc1ccccc1Oc1ccccc1
  MPTP inh: 3.1
  SENP6 block: 3
  SENP8 inh: 24
  GRIN3A LBD mod: -1
  ATG4B inh: -5
  PfGluPho inh: 17
  HKDC1 inh: 0
  SENP7 block: -3
> CC(C)(C)OC(=O)C[C@H]1C/C=C\C[C@H](CC(=O)NCCO)C(=O)N2CCC[C@@H]2COC1=O
  MPTP inh: -2.1
  SENP6 block: -7
  SENP8 inh: 17
  GRIN3A LBD mod: 1
  ATG4B inh: 6
  PfGluPho inh: 1
  HKDC1 inh: -7
  SENP7 block: 4
> CCn1nc(C)c(/C=N/NC(=O)c2c[nH]c3ccccc23)c1C
  MPTP inh: 0.5
  SENP6 block: -7
  SENP8 inh: 4
  GRIN3A LBD mod: -2
  ATG4B inh: 1
  PfGluPho inh: 3
  HKDC1 inh: -12
  SENP7 block: 1
> CCNC(=O)CC1C(=O)N(c2ccc(OC)cc2)C(=O)N1CCOC (stereo unspecified)
  MPTP inh: -0.1
  SENP6 block: -18
  SENP8 inh: 19
  GRIN3A LBD mod: 2
  ATG4B inh: -8
  PfGluPho inh: -2
  HKDC1 inh: -1
  SENP7 block: 1

Next part:
MPTP inh	mol	SENP6 block	SENP8 inh	GRIN3A LBD mod	ATG4B inh	PfGluPho inh	HKDC1 inh	SENP7 block
-0.6	COc1ccccc1CP(=O)(c1ccccc1)c1ccccc1	0	9	1	-1	-12	-6	5
-0.5	CN(C)Cc1cccc([N+](=O)[O-])c1O	-5	34	0	-2	0	-8	-6
35	CN(C)c1cc[n+](/C(C(=S)Nc2ccc(SC(F)F)cc2)=C(/[O-])c2ccccc2)cc1	-11	44*	0	-9	18	-6	11
0.4	COc1ccc(COC(=O)N/N=C/c2cccs2)cc1	7	3	32*	-7	0	-6	3
5.9	Cn1c(N2CCN(C(=O)Nc3ccc(C(F)(F)F)cc3)CC2)nc2ccccc21	11	26	-3	-7	-1	2	4
0.3	O=S(=O)([O-])CCC[N+]1(CC#Cc2ccccc2)CCCCC1	1	7	-1	3	-17	-10	-6
-0.8	CC1CCc2sc(C(=O)NCCCn3ccnc3)cc2C1 (stereo unspecified)	-16	4	0	0	6	-1	11
-1.7	Cc1ccc(-n2ncc3c2CCCC3NC(=O)CCN2CCCC2=O)cc1C (stereo unspecified)	-20	4	-1	-7	4	4	-4
-0.7	COc1ccccc1CCNC(=O)CCCn1nc(C)c2c(C)n(-c3ccc(C)cc3)nc2c1=O	7	10	2	5	-3	-3	1
1.1	COC(=O)CCCNS(=O)(=O)c1ccc2ccccc2c1	-1	16	0	3	-15	7	-4
0.3	Cc1cc(C)n(-c2ncc3c(n2)N(C)CCOC3=O)n1	-6	-80	2	-5	-6	-3	-4
1.4	Cc1cc(N2CCCC2)nc2ccc(NC(=S)NCCCOC(C)C)cc12	24	-410	0	-16	9	2	6
-1.4	COc1ccc(N(C(=O)c2ccc(Br)o2)C2C=CS(=O)(=O)C2)cc1 (stereo unspecified)	-7	11	0	16	0	-17	-2
1.5	Cn1c(N)c(S(=O)(=O)NCc2ccc(Cl)cc2)c(=O)n(C)c1=O	-6	13	-4	-5	-2	-9	10
-1.9	NC(CSS(=O)(=O)O)=NCCC12CC3CC(CC(O)(C3)C1)C2	-15	21	3	10	21	-8	-9
-0.5	Cc1cccc(NC(=O)NC(C)C(c2ccccc2)N2CCN(C)CC2)c1 (stereo unspecified)	-11	20	1	-9	-3	-5	-1
2.2	COc1ccc(/C=N/OCC(=O)N=Nc2c(O)[nH]c3ccc(Br)cc23)cc1	-24	15	2	-10	-6	-11	11
-0.6	Cc1ccc(S(=O)(=O)N2CCN(C(=O)COC(=O)/C=C/c3cccc(Cl)c3)CC2)c(C)c1	x	18	-4	-48	0	0	x
2.5	Cc1cccc(C)c1NC(=S)N(CCN(C)C)C(C)c1cccnc1 (stereo unspecified)	-8	16	-1	6	-15	-2	0
1.0	Cc1ccc(NC(=O)CCn2nc(C)cc2C)c(C)c1	-6	22	-1	-5	5	-6	2
0.7	CN(CCc1ccccn1)C(=O)CCC1CCCN(C(=O)c2c3c(nn2C)CCCC3)C1 (stereo unspecified)	-4	3	-1	3	-5	3	4
-0.6	CC(C)C12NC(=O)NC(=O)N1CCS2 (stereo unspecified)	x	11	0	8	-15	-8	x
-0.9	O=C(COc1ccccc1)NCC(c1ccco1)N1CCN(c2ccccc2)CC1 (stereo unspecified)	1	5	0	-4	-17	-4	0
-2.1	COc1cccc(CNC(=O)C2CCN(S(=O)(=O)N3CCC(C)CC3)CC2)c1	5	6	-1	-1	-5	-6	-2
0.7	O=C(CN1C(=O)NC(c2ccccc2)(c2ccccc2)C1=O)NC1CCS(=O)(=O)C1 (stereo unspecified)	-10	4	2	2	17	-3	-3
1.7	CCOc1ccc(-n2c(=O)[nH]cc(C(=O)Nc3ccc(OC)c(OC)c3)c2=O)cc1	8	-2	1	2	-22	2	9
0.0	O=C(c1ccc(Cl)cc1)N1CCC(O)(CSc2ccc(Cl)cc2Cl)CC1	-26	34	-3	0	4	8	12
-2.2	Cc1noc(C)c1NC(=O)Nc1ccc2c(c1)C(=O)N([C@H](C)CO)C[C@H](C)[C@@H](CN(C)S(=O)(=O)c1ccccc1)O2	-7	12	-4	-6	-5	4	9
-1.6	Cc1nc(NC(=O)COC(=O)/C=C/c2ccco2)c(Cl)cc1Cl	-9	-12	0	-19	8	-2	6
2.5	O=C1CC(c2ccc(OCCCCCOc3ccc(C4CC(=O)NC4=O)cc3)cc2)C(=O)N1 (stereo unspecified)	-1	-2	2	-7	-21	7	-1
-0.5	COc1ccc(CC(=O)NCC2CCCN(Cc3ccc(F)cc3F)C2)cc1 (stereo unspecified)	24	-2	1	-9	4	-2	-2
0.5	CCOC(=O)c1ccc(NC(=O)c2nc(SC)ncc2Cl)cc1	-2	22	2	-8	-3	1	-1
0.4	C[C@@H]1COC(=O)[C@H](Cc2ccc(F)cc2)CC/C=C/C[C@@H](CC(=O)N[C@@H](CO)Cc2ccccc2)C(=O)N1	6	18	-1	-1	-3	-8	-4
2.0	COC(=O)c1c(-c2ccc(OC)cc2)sc2cc3c(cc12)OCO3	2	i	1	-7	18	0	5
0.1	CSc1nc2ncc3c(n2n1)CC1c2ccccc2CCN1C3=O (stereo unspecified)	-16	-278	1	-7	-29	-6	-9
82*	O=C(NCCCSc1ccccc1)c1cc(Cl)ccc1O	10	-419	12*	-1	-14	8	2

Some entries already given, showing only HKDC1 inh, ATG4B inh and PfGluPho inh.
Compound	HKDC1 inh	ATG4B inh	PfGluPho inh
COc1ccccc1CP(=O)(c1ccccc1)c1ccccc1	-6	-1	-12
CN(C)Cc1cccc([N+](=O)[O-])c1O	-8	-2	0

(list continues)
MPTP inh	mol	SENP6 block	SENP8 inh	GRIN3A LBD mod	ATG4B inh	PfGluPho inh	HKDC1 inh	SENP7 block
4.7	N#CCc1nc2ccc(S(=O)(=O)N3CCOCC3)cc2s1	18	-156	0	0	22	2	1
3.8	Cn1c(CNC(=O)c2ccc(Cl)c(Cl)c2)nnc1SCC(=O)Nc1sc2c(c1C#N)CCCC2	-4	30	3	16	2	-2	-4
1.5	COC(=O)c1cc(S(=O)(=O)Nc2cc(S(=O)(=O)N(C)C)ccc2C)oc1C	-24	14	0	-1	23	-4	-1
1.0	CC1CCC2(CC1)NC(=O)N(CC(=O)Nc1cccc(S(=O)(=O)N3CCOCC3)c1)C2=O (stereo unspecified)	-4	14	-1	-8	-12	-8	-3
7.2	COc1ccccc1N(C)S(=O)(=O)c1ccc(C(=O)NC(C)c2ccccc2)cc1 (stereo unspecified)	-12	33	1	-1	-5	4	0
-1.3	Cc1ccc(C(=O)N2CCN(S(=O)(=O)N3CCOCC3)CC2)cc1	-5	4	-1	6	-13	-6	12
0.7	NC(=O)[C@@H]1CCCN1Cc1nc(-c2ccc(C(F)(F)F)cc2)no1	30	9	3	-8	3	-11	1
0.1	O=C(Nc1ccccc1)C(Cc1ccccc1)c1ccccc1 (stereo unspecified)	x	15	-1	-6	-3	-4	x
20	Cc1ccc(NC(=O)N2CCCc3ccccc32)cc1	-17	14	-1	1	5	-4	-2
-2.7	COc1ccc2cc(-c3[nH]ncc3CN3CCCN(c4ccccc4)CC3)ccc2c1	6	-14	-4	-3	8	4	2
0.8	O=C(N/N=C\c1ccco1)Nc1cccc(Cl)c1	12	4	-8	4	15	-6	4
-0.6	C=CCn1c(C(C)NC(=O)c2ccccc2C)n[nH]c1=S (stereo unspecified)	1	13	-5	4	9	2	1
1.5	CCOc1cc(C2CC(=O)NC3=C2C(=O)C(C(=O)OC)C(C)C3)cc(Br)c1O (stereo unspecified)	7	17	1	3	7	0	4
2.1	O=C(O)c1ccccc1Nc1cc(Cl)c2nonc2c1[N+](=O)[O-]	1	32	1	4	-5	11	-3
-1.0	COc1cccc(N2CCN(c3nc(C)cc(=O)[nH]3)CC2)c1	9	15	0	5	6	-2	-4
-2.9	Cc1ccccc1Cc1c(C)nc2ncnn2c1C	2	16	-1	-6	-6	-1	-7
0.0	CCOC(=O)c1ccc(NC(=O)c2ccc(CN3CCc4ccccc4C3)cc2)cc1	17	34	1	-5	1	-5	9
0.4	O=C(CSc1n[nH]c(-c2ccncc2)n1)Nc1ccc(Br)cc1	-9	-5	6	1	-46	25	7
0.0	COC(=O)CSc1nc(-c2ccccc2)cc(-c2ccco2)c1C#N	-18	-327	-3	-9	-9	4	2
0.8	O=C(O)/C=C/C(=O)Nc1ccc(-n2ccc(C(F)(F)F)n2)cc1	-3	16	0	-12	-2	-2	-7
0.0	Cc1ccc(C2CC(C(F)F)n3ncc(C(=O)Nc4c(C)nn(Cc5c(F)cccc5Cl)c4C)c3N2)cc1 (stereo unspecified)	-19	12	-2	12	19	3	-6
4.9	C(=N\n1c2ccccc2c2ccccc21)/c1ccccc1	-4	16	-28	-3	8	-3	-9
-0.6	CCC(C(=O)NCc1ccccc1OC)c1ccccc1 (stereo unspecified)	-9	8	-1	2	-6	-10	4
-1.0	COc1ccc(NC(=O)CSc2nnc(C)c(=O)n2N)cc1	-18	4	-1	1	-3	-4	5
0.4	CCN(C[C@H]1N[C@@](C)(C(=O)OC)[C@H]2C(=O)N(C)C(=O)[C@@H]12)S(=O)(=O)c1ccc(C(F)(F)F)cc1	-23	5	1	6	-4	3	10
-2.1	OC(CNCc1cccc(Cl)c1)c1ccccc1 (stereo unspecified)	8	12	0	12	-8	-8	-5
-0.6	COc1cc2c(cc1NS(=O)(=O)N1CCCC1)oc1ccccc12	9	-7	-4	-9	0	-9	-5
